Compound activity (PubChem)
aSyn yeast inh: alpha-synuclein toxicity inhibition in yeast; Yeast expressing alpha-synuclein, growth rescue, BacTiter-Glo, 24 h; Potency, µM (doses to about 46.1 µM), inactives show top-dose growth rescue (activation), hits mostly activators; 370,000 compounds, 0.14% hits; note: % of control where 0% means no effect; nearly all actives have a fitted effect of over 65% in size
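Screening used galactose-induced yeast with toxic alpha-synuclein levels, exposed to compound for 24 hr at 30 deg C. Cell growth, read with BacTiter-Glo luminescence, gave the measured signal.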
EPAC1 agonist: activates human EPAC1 exchange factor | O95398 | Potency, µM (titrated, usually from 154 µM), inactives show top-dose activation, most hits filed as activators | 360,000 compounds, 0.073% hits | EPAC1 agonist qHTS, biochemical assay; response scale: 100% = response to 6.5 mM cAMP; note: nearly all actives have a fitted effect of over 60% in size
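EPAC1 100 nM, Rap1B–BODIPY-GDP 250 nM, unlabeled GDP 50 uM; compound titration; 5 min RT; kinetic read ex480/em540 at 5-min intervals ×30 min; data normalized to 6.5 mM cAMP agonist control.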
EPAC2 ag: EPAC2 (human) agonism; Q8WZA2; EPAC2 activation, biochemical qHTS; response scale: 100% = 6.5 mM cAMP response; Potency, µM (series often up to 154 µM), for inactives: top-dose activation, most hits filed as activators; 360,000 compounds, 0.079% hits; AID 720711; note: nearly all actives have a fitted effect of over 50% in size
Target sequence (Q8WZA2 whole entry, looked up): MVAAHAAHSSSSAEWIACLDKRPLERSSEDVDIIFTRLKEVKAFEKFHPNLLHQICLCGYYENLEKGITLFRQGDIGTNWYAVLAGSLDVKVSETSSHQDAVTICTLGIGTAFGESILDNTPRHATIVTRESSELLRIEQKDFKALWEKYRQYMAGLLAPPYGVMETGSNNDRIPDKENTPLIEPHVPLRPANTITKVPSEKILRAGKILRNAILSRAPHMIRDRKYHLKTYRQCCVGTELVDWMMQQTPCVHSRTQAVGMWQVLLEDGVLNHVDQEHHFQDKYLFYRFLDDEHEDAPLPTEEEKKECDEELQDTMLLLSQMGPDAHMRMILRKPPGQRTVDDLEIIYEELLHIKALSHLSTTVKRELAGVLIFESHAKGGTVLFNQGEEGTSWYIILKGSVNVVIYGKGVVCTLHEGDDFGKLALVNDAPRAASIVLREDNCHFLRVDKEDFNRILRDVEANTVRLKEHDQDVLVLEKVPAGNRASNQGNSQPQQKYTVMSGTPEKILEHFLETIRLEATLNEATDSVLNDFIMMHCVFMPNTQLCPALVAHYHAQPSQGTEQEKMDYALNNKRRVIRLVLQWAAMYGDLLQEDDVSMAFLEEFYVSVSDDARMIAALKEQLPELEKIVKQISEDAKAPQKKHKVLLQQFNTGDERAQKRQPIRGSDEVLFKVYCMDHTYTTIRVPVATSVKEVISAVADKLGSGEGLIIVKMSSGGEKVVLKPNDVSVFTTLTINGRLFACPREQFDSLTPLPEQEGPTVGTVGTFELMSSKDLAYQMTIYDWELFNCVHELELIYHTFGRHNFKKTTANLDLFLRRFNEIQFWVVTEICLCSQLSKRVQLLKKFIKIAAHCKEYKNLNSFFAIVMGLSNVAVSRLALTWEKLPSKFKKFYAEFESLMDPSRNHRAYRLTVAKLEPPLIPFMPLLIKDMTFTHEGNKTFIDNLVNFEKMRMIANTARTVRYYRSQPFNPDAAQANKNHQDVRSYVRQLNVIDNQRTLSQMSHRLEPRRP
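Nucleotide exchange monitored as fluorescence drop when BODIPY-GDP leaves Rap1B. Reaction: 100 nM EPAC2, 250 nM RAP1B-BODIPY-GDP, 50 uM GDP, room temperature, kinetic read over 30 min. Activity expressed relative to 6.5 mM cAMP.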
FUS suppressor: rescues growth of FUS-expressing yeast; 390,000 compounds, 0.24% hits; S. cerevisiae FUS-expressing, growth rescue, OD600, 24 h; Potency, µM (highest dose often 76.6 µM), for inactives: at the top dose growth rescue (activation), hits mostly activators;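 note: plate controls were DMSO vehicle for no effect and reference control for full effect; nearly all actives have a fitted effect of over 55% in size; some results filed as inactive show a strong effect at the top dose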
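FUS-expressing yeast, raffinose-pregrown, induced in 2% galactose minimal medium at OD 0.005; compounds in a dilution series, 24hr at 30C. Growth restoration read as absorbance at 600 nm. CP55940 positive control, DMSO negative.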
EPAC1 antag: antagonists of human EPAC1. O95398. EPAC1 GEF assay, Rap1b-BODIPY-GDP exchange fluorescence. Potency, µM (series often up to 115 µM), without a hit: at the top dose activity change, negative = inhibition, hits mostly inhibitors. 360,000 compounds, 0.14% hits. AID 720709;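 note: plate controls were vehicle for no effect and positive control for full effect; nearly all actives have a fitted effect of over 50% in size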
PTHR1 ag: activates the human parathyroid hormone receptor PTHR1 | 410,000 compounds, 0.075% hits | Potency, µM (top dose mostly 115 µM), for the others: top-dose activation, usual class: activators | HEK293 GP2 PTHR1 cells, GloSensor cAMP luminescence, 1 h | Q03431; note: nearly all actives have a fitted effect of over 55% in size; some results filed as inactive show a strong effect at the top dose; inactives centre near -15; many of its hits are not listed in these tables
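HEK-293-derived GP2 cells expressing PTHR1 and a GloSensor cAMP reporter, 3,000/well, plated overnight, given luciferin plus IBMX (each 0.5 mM as added) for 1 h at 37 °C, then compound for 1 h at 37 °C. Luminescence was read after 15 min at room temperature.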
EPAC2 antag: blocks human EPAC2 exchange factor; Q8WZA2; EPAC2 GEF exchange of Rap1B-BODIPY-GDP, fluorescence; Potency, µM (highest dose often 114 µM), for inactives: top-dose activity, negative = inhibition, hits mostly inhibitors; 360,000 compounds, 0.18% hits; AID 720708; note: % is set by controls: 0 for no effect and ±100 for the full control effect; nearly all actives have a fitted effect of over 45% in size; many of its hits are not listed in these tables
TDP-43 yeast inh: TDP-43 toxicity inhibition in yeast; Potency, µM (series often up to 46.1 µM), without a hit: top-dose growth rescue (activation), hits mostly activators; AID 652104; TDP-43 expressing yeast growth rescue, BacTiter-Glo, 24 h; 410,000 compounds, 1.8% hits; note: % of control where 0% means no effect; nearly all actives have a fitted effect of over 50% in size
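Yeast expressing TDP-43 (pregrown in raffinose, seeded at OD600=0.02 in galactose medium) exposed to compounds 24 hr at 30 deg C. Growth read by BacTiter-Glo luminescence; rescue of toxicity appears as increased signal.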
The depositor's hits bear a star; i = inactive; ? = inconclusive; · = no result given; & = joins results of further samples; [ ] = another dose, or the depositor's remark. Calls come from the whole dose curve; as a rule, active = well fitted curve in the direction sought with a large enough effect; inconclusive = small, poorly fitted or top-dose-only effect, or another doubt; inactive = no such curve, though single readings can be large; an effect the other way counts as inactive or inconclusive. Potency is the fitted concentration of half-maximal effect. A portion of the library; the hit share may differ from the screen's.

[1] [O-][n+]1onc2c1CCC1N(O)CCC21O (configuration not stated)
[2] NS(=O)(=O)c1nc[nH]c1[N+](=O)[O-]
[3] CCn1c(O)c(C=Nc2cc(Cl)ccc2Cl)c(=O)n(CC)c1=O
[4] CCc1nc(N2CCNCC2)c(C#N)c2c1CSC(C)(C)C2
[5] CSc1ccccc1C(=O)C1CCCN(Cc2ccncc2)C1 (configuration not stated)
[6] Cc1cc(/C=C2/C(=O)NC(=O)N(C)C2=O)c(C)n1-c1ccccc1
[7] COCCNC(=O)Cn1cc(/C=C2\C(=O)NC(=O)N(c3ccccc3F)C2=O)c2ccccc21
[8] CCc1ccc(-n2c(O)c(C(C)=O)c(=O)[nH]c2=O)cc1 (tested in a mixture with another compound)
Compound,1,2,3,4,5,6,7,8
TDP-43 yeast inh,-22%,20%,-15%,-6%,20%,·,0%,4%
EPAC2 antag,-4%,-2%,-9%,3%,-7%,4%,15%,9%
aSyn yeast inh,-4%,-8%,3%,-1%,-12%,3%,0%,-7%
EPAC1 antag,2%,-11%,25%,-11%,10%,1%,28%,-13%
PTHR1 ag,-13%,i,i,i,i,-10%,-35%[inhibitor],i
FUS suppressor,16%,·,-2%,16%,6%,8%,-6%,27%
EPAC2 ag,14%,3%,-10%,6%,8%,-3%,23%,14%
EPAC1 agonist,6%,0%,0%,3%,11%,6%,?,10%

[9] CCCCn1c(O)c(C(C)=NCCCN(CC)CC)c(=O)[nH]c1=O
[10] CC(NCc1ccccc1Cl)C(O)c1ccccc1 (configuration not stated)
[11] O=C(Oc1ccc2ccccc2c1)c1ccco1
[12] FC(F)=C(F)CCSc1ncn[nH]1
[13] CNc1cc(N2CCN(C)CC2)ccc1[N+](=O)[O-]
[14] COc1ccccc1CN1CCCC(C(=O)c2ccccc2OC)C1 (configuration not stated)
[15] Cc1ccc(OCC(=O)N2CCN(Cc3ccc4c(c3)OCO4)CC2)cc1C
[16] COc1ccc(OCCn2cc(/C=C(\C#N)C(=O)NCc3ccco3)c3ccccc32)cc1
Compound,9,10,11,12,13,14,15,16
TDP-43 yeast inh,0%,-10%,11µM*,24%,21%,-1%,-10%,6%
EPAC2 antag,3%[57.1 µM],1%,-10%,0%,-2%,0%,-5%,-11%
aSyn yeast inh,4%,0%,-8%,1%,1%,4%,8%,1%
EPAC1 antag,13%,-1%,-15%,-15%,1%,1%,-10%,?
PTHR1 ag,-2%[57.5 µM],i,i,i,i,i,-8%,-47%[inhibitor]
FUS suppressor,11%,4%,22%,-1%,-27%,-16%,14%,·
EPAC2 ag,4%,16%,2%,8%,4%,-1%,6%,-6%
EPAC1 agonist,3%,10%,0%,-2%,-3%,5%,2%,3%

Ordered by count of non-hydrogen atoms (ascending): part of the list above.
[2] NS(=O)(=O)c1nc[nH]c1[N+](=O)[O-]
[12] FC(F)=C(F)CCSc1ncn[nH]1
[13] CNc1cc(N2CCN(C)CC2)ccc1[N+](=O)[O-]
[10] CC(NCc1ccccc1Cl)C(O)c1ccccc1 (configuration not stated)
[8] CCc1ccc(-n2c(O)c(C(C)=O)c(=O)[nH]c2=O)cc1 (tested in a mixture with another compound)
[4] CCc1nc(N2CCNCC2)c(C#N)c2c1CSC(C)(C)C2
[3] CCn1c(O)c(C=Nc2cc(Cl)ccc2Cl)c(=O)n(CC)c1=O
[9] CCCCn1c(O)c(C(C)=NCCCN(CC)CC)c(=O)[nH]c1=O
[14] COc1ccccc1CN1CCCC(C(=O)c2ccccc2OC)C1 (configuration not stated)
[15] Cc1ccc(OCC(=O)N2CCN(Cc3ccc4c(c3)OCO4)CC2)cc1C
Compound,2,12,13,10,8,4,3,9,14,15
TDP-43 yeast inh,20%,24%,21%,-10%,4%,-6%,-15%,0%,-1%,-10%
EPAC2 antag,-2%,0%,-2%,1%,9%,3%,-9%,3%[57.1 µM],0%,-5%
aSyn yeast inh,-8%,1%,1%,0%,-7%,-1%,3%,4%,4%,8%
EPAC1 antag,-11%,-15%,1%,-1%,-13%,-11%,25%,13%,1%,-10%
PTHR1 ag,i,i,i,i,i,i,i,-2%[57.5 µM],i,-8%
FUS suppressor,·,-1%,-27%,4%,27%,16%,-2%,11%,-16%,14%
EPAC2 ag,3%,8%,4%,16%,14%,6%,-10%,4%,-1%,6%
EPAC1 agonist,0%,-2%,-3%,10%,10%,3%,0%,3%,5%,2%

[16] COc1ccc(OCCn2cc(/C=C(\C#N)C(=O)NCc3ccco3)c3ccccc32)cc1
[7] COCCNC(=O)Cn1cc(/C=C2\C(=O)NC(=O)N(c3ccccc3F)C2=O)c2ccccc21
Compound,16,7
TDP-43 yeast inh,6%,0%
EPAC2 antag,-11%,15%
aSyn yeast inh,1%,0%
EPAC1 antag,?,28%
PTHR1 ag,-47%[inhibitor],-35%[inhibitor]
FUS suppressor,·,-6%
EPAC2 ag,-6%,23%
EPAC1 agonist,3%,?

The results go on:
[17] CC(=O)N(C1=NCCCS1)c1ccccc1Cl
[18] Cc1ccc(-c2cc(-c3ccccc3)cc(-c3ccccc3)[n+]2-c2ccccc2)cc1
[19] Clc1ccccc1C1NCc2ccccc2-n2cccc21 (configuration not stated)
[20] CCCCn1c(O)c(C(C)=NCc2cc(OC)cc(OC)c2)c(=O)[nH]c1=O
[21] COc1ccccc1/C=C1\C(=O)NC(=S)N(c2ccccc2)C1=O
[22] NC(C(=O)O)c1cc(=O)[nH]o1 (configuration not stated)
[23] O=C1C2CCCN2C(c2cccnc2)N1c1nccs1 (configuration not stated)
[24] Cc1cc(/C=C2\C(=O)NC(=O)N(Cc3ccccc3)C2=O)c(C)n1-c1ccc(Cl)c(C(=O)O)c1
Compound,17,18,19,20,21,22,23,24
TDP-43 yeast inh,-14%,-1%,1%,25%,13%,20%,-4%,9%
EPAC2 antag,5%,14%,?,-7%,-2%,-19%,-1%,-11%
aSyn yeast inh,-6%,-5%,-1%,4%,-1%,-5%&3%,0%,3%
EPAC1 antag,4%,-3%,0%,-4%,-11%,12%,-4%,?
PTHR1 ag,-58%,-19%,i,i,i,-24%,i,i
FUS suppressor,-29%,-12%,-5%,15%,11%,-26%,-10%,·
EPAC2 ag,13%,14%,4%,0%,3%,-1%,5%,3%
EPAC1 agonist,-11%,-2%,2%,9%,-9%,-2%,2%,15%

[25] COCCN1C(=O)NC(=O)/C(=C\c2ccc(Br)cc2)C1=O
[26] CCCCCOc1ccc(C)cc1CN(CCCl)CCCl
[27] Cc1ccsc1CNCCc1ccccc1F
[28] COc1ccc(NC(=S)NC(NC(=O)CF)C(Cl)(Cl)Cl)c([N+](=O)[O-])c1 (configuration not stated)
[29] CC(=O)OC1(c2ccc(C)cc2)CN2CCC1c1ccccc12 (configuration not stated)
[30] Cc1cccc(N=C2c3cc([N+](=O)[O-])ccc3-c3c2cc([N+](=O)[O-])cc3[N+](=O)[O-])c1
[31] Cc1cc(/C=C2\C(=O)NC(=O)N(c3ccc(Cl)cc3)C2=O)c(C)n1C
[32] CC1=NCCc2c1[nH]c1ccccc21
Compound,25,26,27,28,29,30,31,32
TDP-43 yeast inh,3%,12%,0%,-16%,1%,24%,7%,?
EPAC2 antag,15%,2%,6%,35%[activator],3%,-9%,-17%[57.1 µM],-1%
aSyn yeast inh,?,-1%,0%,-10%,-12%,-72%[inhibitor],-1%,1%
EPAC1 antag,4%,-2%,-11%,15%,3%,-14%,-20%,11%
PTHR1 ag,i,-30%,-1%,5%,-30%[inhibitor][57.5 µM],-24%,i,i
FUS suppressor,11%,-6%,-21%,·,4%,-4%,29%,33%
EPAC2 ag,0%,-5%,14%,11%,5%,1%,-10%,4%
EPAC1 agonist,-3%,-6%,19%,12%,-2%,3%,-18%,-8%

[33] CCCC(C)C(=O)NC1CCSC1=O (configuration not stated)
[34] O=C(Nc1ccccc1)c1cc(C2CCCN(C(=O)C3CC3)C2)on1 (configuration not stated)
[35] O=P1(c2ccccc2)Nc2ccccc2N1c1ccccc1 (configuration not stated)
[36] CCC1(c2ccc(N)cc2)CCC(=O)NC1=O (configuration not stated)
[37] CN1CCC2(CC1)CC(NC=O)c1ccccc1O2 (configuration not stated)
[38] N#Cc1cc2c(nc1SCC(=O)Nc1ccc(F)c(Cl)c1)C1CCN2CC1
[39] O=C(CSc1ccc(Cl)cc1)NC1=NN(c2ccccc2)C(=O)C1
[40] N#CCCn1cc(C(=O)Nc2ccccc2Cl)c(-c2ccc(F)cc2)n1
Compound,33,34,35,36,37,38,39,40
TDP-43 yeast inh,-21%,1%,-5%,13%,19%,16%,?,-16%
EPAC2 antag,-3%,2%,-2%,1%,3%,·,-4%,-4%
aSyn yeast inh,-1%,-35%[inhibitor],-2%,-8%&-2%,2%,-3%,-24%,-1%
EPAC1 antag,13%,0%,-9%,9%,-22%,·,-20%,-10%
PTHR1 ag,i,-36%[inhibitor],i,i,-25%,i,i,i
FUS suppressor,21%,12%,0%,-42%,6%,-18%,0%,-1%
EPAC2 ag,11%,5%,11%,3%,7%,·,6%,0%
EPAC1 agonist,9%,2%,1%,-14%,9%,·,-1%,2%

[41] O=[N+]([O-])c1ccc(N2CCCC2)c2ccncc12
[42] Cc1nn(Cc2ccccc2)c(C)c1C(=O)NCc1ccccc1F
[43] O=C(CCl)NCC1CCCO1 (configuration not stated)
[44] CCOc1cccc(N2C(=O)/C(=C/c3ccco3)C(=O)NC2=S)c1
[45] O=c1[nH]c2ccccc2c(=O)n1-c1cccc(Cl)c1
[46] CCN1CCN(c2ccc(N)cc2C)CC1
[47] CCOC(=O)[C@]12Cc3cc(C)ccc3[C@H]1N(C1CCCCC1)C(=O)c1ccccc12
[48] CCOc1ccc(NC(=O)CCNC(=O)N2C[C@H]3C[C@@H](C2)c2cccc(=O)n2C3)cc1
Compound,41,42,43,44,45,46,47,48
TDP-43 yeast inh,4%,20%,13%,17%,20%,-19%,?,20%
EPAC2 antag,7%,9%,-7%,35%,0%,0%,?,-7%
aSyn yeast inh,5%,2%,1%,-3%,1%,-5%,-67%[inhibitor],-3%
EPAC1 antag,0%,12%,3%,?,-11%,11%,-16%,0%
PTHR1 ag,i,i,i,-18%,-72%[inhibitor][57.5 µM],i,-57%[inhibitor],-9%
FUS suppressor,-21%,-14%,5%,2%,19%,12%,35%,-10%
EPAC2 ag,-10%,5%,-22%,2%,7%,3%,0%,3%
EPAC1 agonist,1%,1%,-9%,0%,7%,7%,5%,-13%
